Compound activity from PubChem BioAssay.
rad50 = NCI yeast anticancer drug screen, S. cerevisiae rad50 strain; growth inhibition, % at 50 µM; hit rate 10% among 79,000;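 note: 0% = growth of vehicle-only cultures of the same strain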
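DNA repair mutant yeast, compound exposure, growth read-out; inhibition is taken relative to vehicle.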
yeast mec2-1 = NCI yeast anticancer drug screen, S. cerevisiae mec2-1 strain; % growth inhibition at 50 µM; hit rate 9% among 79,000;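 note: 0% = growth of vehicle-only cultures of the same strain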
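Test agents were screened against the mec2-1 yeast strain, with defined DNA repair or cell cycle alteration. Growth was scored as inhibition against vehicle-only controls.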
yeast cln2 rad14 = NCI yeast anticancer drug screen, S. cerevisiae cln2 rad14 strain | hit rate 8.3% among 78,000 | growth inhibition, % at 50 µM;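 note: 0% = growth of vehicle-only cultures of the same strain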
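Each compound was tested on cln2 rad14 yeast. Inhibition of growth was calculated against vehicle-exposed controls.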
yeast mlh1 rad18 = NCI yeast anticancer drug screen, S. cerevisiae mlh1 rad18 strain; growth inhibition, % at 50 µM; hit rate 11% among 79,000;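 note: 0% = growth of vehicle-only cultures of the same strain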
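Yeast w/ defined DNA-repair lesions; compound exposure; growth vs vehicle controls → % inhibition.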
yeast sgs1 mgt1 = NCI yeast anticancer drug screen, S. cerevisiae sgs1 mgt1 strain; % growth inhibition at 50 µM; hit rate 10% among 78,000; AID 161, 2004;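 note: 0% = growth of vehicle-only cultures of the same strain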
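Test agents were incubated with a DNA-repair-mutant yeast strain. Growth was then read and compared against vehicle-treated controls.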
yeast bub3 = NCI yeast anticancer drug screen, S. cerevisiae bub3 mutant strain. % growth inhibition at 50 µM. hit rate 9.9% among 78,000. AID 167, 2004;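 note: 0% = growth of vehicle-only cultures of the same strain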
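Yeast carrying a defined mutation is treated with each compound, and growth is compared with that of vehicle-exposed cells to give inhibition.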
The depositor's hits bear a star. Cut-off read from the data, not from the text of the source: active = growth inhibition above about 70%; inactive = the rest.

SMILES	rad50	yeast mec2-1	yeast cln2 rad14	yeast mlh1 rad18	yeast sgs1 mgt1	yeast bub3
COc1nc(SC)nc2c1cnn2C1OC(C(O)CO)C(OC)C1O (centres undefined)	4.8	-1.7	9.9	16.3	3.4	-4.6
O=C(CC(=O)N1N=C(c2ccccc2)C(N=Nc2ccccc2[N+](=O)[O-])C1=O)Nc1ccccc1F (centres undefined)	4.1	-18.4	-14.3	-16.8	-14.3	-29.1
CC(C)(C)N/N=C(\C(=O)Nc1nc(=S)[nH][nH]1)C1C(=O)Nc2ccccc2S1=O (centres undefined)	2.7	-21.4	-19.0	-31.7	-34.4	-1.7
O=C1C=CC(=O)N1c1ccc2c(c1)Cc1cc(Cl)ccc1-2	13.6	78.3*	-72.0	68.9	79.2*	72.3*
O=C1OC(=O)C2=C1C1C=CC2CC1	3.4	-7.0	0.0	13.4	3.0	-9.1
COP(=O)(OC)/C(=C\C1=CN(C(c2ccccc2)(c2ccccc2)c2ccccc2)CN1)NC=O	98.0*	98.3*	95.2*	97.0*	98.3*	96.2*
Cc1ccc(NC(=O)C(=O)CC(=O)c2c(C)n([O-])c3ccccc3[n+]2=O)cc1	5.7	7.0	16.4	17.4	-6.5	-1.6
Cc1[nH]c2ccccc2c1/C=C1/CCCC1=O	-1.3	3.0	-41.2	-5.1	-5.3	-12.8
CCOc1ccc(-c2coc3cc(C)c(OCC)c(C)c3c2=O)cc1	11.8	-7.0	-39.8	0.9	8.4	-6.7
Cc1ccc(SCc2ccc(Cl)c(Cl)c2)nn1	7.7	-3.5	-16.1	1.0	9.5	26.5
ClCc1ccccc1Cc1ccccc1	98.6*	95.2*	94.5*	98.0*	97.8*	97.6*
[N-]=[N+]=Nc1ccc(SSCCC(=O)ON2C(=O)CCC2=O)cc1	98.6*	98.8*	97.8*	98.5*	98.3*	98.7*

The last 4 compounds of the section above are carried over, then new ones follow:
SMILES	rad50	yeast mec2-1	yeast cln2 rad14	yeast mlh1 rad18	yeast sgs1 mgt1	yeast bub3
CCOc1ccc(-c2coc3cc(C)c(OCC)c(C)c3c2=O)cc1	11.8	-7.0	-39.8	0.9	8.4	-6.7
Cc1ccc(SCc2ccc(Cl)c(Cl)c2)nn1	7.7	-3.5	-16.1	1.0	9.5	26.5
ClCc1ccccc1Cc1ccccc1	98.6*	95.2*	94.5*	98.0*	97.8*	97.6*
[N-]=[N+]=Nc1ccc(SSCCC(=O)ON2C(=O)CCC2=O)cc1	98.6*	98.8*	97.8*	98.5*	98.3*	98.7*
COC(=O)CCC(=O)CC(=O)C(=O)Nc1c(Cl)cc([N+](=O)[O-])cc1Cl	11.4	-17.1	24.1	3.8	0.5	-4.5
CC(C)CNC(=S)N/N=C/c1ccc(C(C)C)cc1	-19.6	-13.4	-46.2	-28.1	-8.4	-13.1
CCc1ccc(NC(=O)c2c(Br)c(Br)c(Br)c(Br)c2C(=O)O)cc1	20.1	-16.4	-4.8	-5.0	12.7	5.2
NC(=O)c1ccc2c(c1)-c1nc-2nc2[n-]c(nc3nc(nc4[n-]c(n1)c1ccc(C(N)=O)cc41)-c1ccc(C(N)=O)cc1-3)c1ccc(C(N)=O)cc21.[Co+2]	-7.5	4.7	29.2	4.3	1.8	35.0
CCSC(SCC)C(SCC)C(O)C(O)C(O)CO (centres undefined)	-7.2	-8.4	12.0	4.5	7.5	11.2
Nc1c(N=Nc2ccccc2)cc(S(=O)(=O)O)c2ccccc12	2.8	-23.4	6.7	-2.1	-1.6	3.2
CCOC(=O)C1=C(C)NC(=O)NC1c1ccc([N+](=O)[O-])s1 (centres undefined)	9.2	15.3	15.3	36.4	23.4	39.5
Cc1ccc(S(=O)(=O)NC(=O)NC(=S)c2cccs2)cc1	2.9	19.6	8.8	13.6	17.4	27.0
CCCNC(=O)Nc1ccc(OC)cc1Cl	-12.1	-9.4	-59.3	-15.6	-1.6	-6.3
C=C1C2CC(OC(C)=O)C3(C)C(c4ccoc4)OC(=O)[C@@H](O)[C@]13OC1C[C@H](OC(C)=O)C(C)(C)[C@H](CC(=O)OC)[C@]12C (some centres undefined)	26.6	-10.7	11.7	22.6	-1.4	7.0
O=CCCCc1cc2c(cc1Br)CCC2	60.9	70.9*	72.2*	50.4	64.2	77.5*
c1ccc(-n2nc3c(c2OCCN2CCCC2)CCCc2ccccc2-3)cc1	35.1	3.2	-31.4	8.1	21.3	10.4

A few values from above:
Result for CCSC(SCC)C(SCC)C(O)C(O)C(O)CO (centres undefined) in yeast sgs1 mgt1: 7.5
Result for CC(C)CNC(=S)N/N=C/c1ccc(C(C)C)cc1 in yeast cln2 rad14: -46.2
Result for CCCNC(=O)Nc1ccc(OC)cc1Cl in yeast cln2 rad14: -59.3

Going on with the list.
SMILES	rad50	yeast mec2-1	yeast cln2 rad14	yeast mlh1 rad18	yeast sgs1 mgt1	yeast bub3
O=C1C2=C(c3ccccc31)C(c1ccc(Cl)cc1)N1C(=O)CCSC1=N2 (centres undefined)	24.7	10.6	8.2	25.3	1.9	27.1
CC(CC(O)CCCN(C)C)CC(C)(C)C (centres undefined)	46.5	39.8	22.1	37.5	43.4	24.3
COc1ccc(/C=C2\SC(=S)N(/C=C3\C(=O)N(c4ccccc4)N=C3C)C2=O)cc1OC	63.4	73.2*	50.8	76.2*	79.2*	67.6
CCCCCCCCCCCCCCCCCC(CCCCCCCCCCCCCCCC)CCCCCCCCCCCCCCCC	1.8	14.8	-6.5	1.7	0.4	-6.0
N=C(N)C=O	-12.4	0.3	0.1	-8.0	5.5	1.4
COc1c2c(c3ccccc3c1O)C1C=CC2C1 (centres undefined)	7.6	7.6	-5.2	-16.3	-37.7	0.2
CC(=O)N1CCc2ccccc2C1C1NCCc2ccccc21 (centres undefined)	14.4	8.9	-0.1	5.9	13.1	1.1
COC(=O)/C=C1/OC(c2ccccc2)=C(Br)C1=O	89.3*	91.3*	88.3*	85.3*	86.5*	88.5*
CCCC(=O)Nc1cc(Cl)ccc1Cl	13.9	25.8	8.1	5.5	14.8	15.6
Cc1ccc(-c2ccccc2)n1-c1cc(Cl)ccc1O	99.0*	99.2*	97.9*	99.1*	99.2*	99.0*
CCC(=O)n1ncc2ccc([N+](=O)[O-])cc21	3.5	5.2	-105.2	-7.5	-2.8	-4.5
C=C1CC(C)(COc2ccc3c(C)cc(=O)oc3c2)OC1=O (centres undefined)	52.9	46.1	48.5	54.5	47.8	20.4

3 of these compounds in a different format.
Screens in order: rad50 | yeast mec2-1 | yeast cln2 rad14 | yeast mlh1 rad18 | yeast sgs1 mgt1 | yeast bub3
O=C1C2=C(c3ccccc31)C(c1ccc(Cl)cc1)N1C(=O)CCSC1=N2 (centres undefined)
 : 24.7 | 10.6 | 8.2 | 25.3 | 1.9 | 27.1
CC(CC(O)CCCN(C)C)CC(C)(C)C (centres undefined)
 : 46.5 | 39.8 | 22.1 | 37.5 | 43.4 | 24.3
COc1ccc(/C=C2\SC(=S)N(/C=C3\C(=O)N(c4ccccc4)N=C3C)C2=O)cc1OC
 : 63.4 | 73.2* | 50.8 | 76.2* | 79.2* | 67.6

(continued)
SMILES	rad50	yeast mec2-1	yeast cln2 rad14	yeast mlh1 rad18	yeast sgs1 mgt1	yeast bub3
NC(=O)C12OC1(Cl)CCCC2(Cl)Cl (centres undefined)	1.1	-27.9	9.1	18.2	8.5	18.0
CCOC(=O)NC(=O)c1cn(CCCCCOC(=O)NCCCCCCNC(=O)OCCCCCn2cc(C(=O)NC(=O)OCC)c(=O)[nH]c2=O)c(=O)[nH]c1=O	20.6	13.2	21.9	24.1	12.6	6.7
Cc1cc(=O)n(-c2ccc(F)cc2)[nH]1	-5.2	-14.1	2.8	12.1	22.1	50.6
O=C1CC2(CCCC2)C(=O)N1c1ccc(N2C(=O)CC3(CCCC3)C2=O)cc1	-11.8	7.0	44.1	-11.7	-22.4	-0.9
O=C(C(=Cn1c(=S)[nH]c2ccc([N+](=O)[O-])cc21)C(=O)c1ccccc1)c1ccccc1	98.0*	92.5*	74.8*	96.3*	92.2*	94.9*
CCOC(=O)C(CCSC)NC(=O)C(CCSC)NS(=O)(=O)Cc1ccccc1 (centres undefined)	4.6	3.5	-21.9	4.0	-20.9	0.7
Sc1cccc2cccnc12	-4.7	3.7	7.9	15.2	-9.6	-2.5
CCCC(C(=O)O)C1=CCCC1 (centres undefined)	2.6	-3.2	14.8	1.6	6.3	6.4
O=c1scc(-c2ccccc2)s1	4.3	8.1	43.1	10.3	-1.6	14.3
O=[N+]([O-])c1ccc2c(Cl)[nH]nc2c1	35.1	27.6	30.8	23.9	29.8	39.0
O=C(NNC(=O)c1cccc2ccccc12)c1ccc(Cl)cc1Cl	-15.8	2.4	-18.3	-8.2	-6.4	16.4
N#C/C(=C\c1ccco1)c1ccc([N+](=O)[O-])cc1	16.2	15.1	-0.2	14.3	25.6	42.3
CC(=O)/C=C/N(C)c1ccc(O)cc1	40.6	2.3	9.3	-26.2	-6.5	5.5
C(=N/OC(c1ccccc1)(c1ccccc1)c1ccccc1)/c1ccccc1	13.7	24.2	7.8	6.5	6.2	15.8
CCCCCCCCCCCCCCCCCC(=O)OCCOCCO	-2.4	-0.2	60.8	-21.6	-2.7	-13.3
COc1ccccc1-c1nc2ccccc2c(=O)[nH]1	12.8	-25.9	8.5	2.2	-14.1	6.4
CCc1cnccc1C	10.3	-14.9	6.2	-9.8	-19.1	6.5
CCCCCCCCCCO	-1.6	4.6	5.5	-1.6	-5.2	3.2
Oc1ccc(Cc2ccccc2)cc1Cl	47.5	41.7	95.0*	41.6	42.8	97.7*
CCCN1C(=O)C/C(=C\C(C)=O)Nc2ccccc21	7.2	9.8	-34.1	-1.9	14.1	8.6
CC(C)(C)CC(C)(C)c1cc2c(O)c(c1)Cc1cc(C(C)(C)CC(C)(C)C)cc(c1O)Cc1cc(C(C)(C)CC(C)(C)C)cc(c1O)Cc1cc(C(C)(C)CC(C)(C)C)cc(c1O)Cc1cc(C(C)(C)CC(C)(C)C)cc(c1O)Cc1cc(C(C)(C)CC(C)(C)C)cc(c1O)Cc1cc(C(C)(C)CC(C)(C)C)cc(c1O)Cc1cc(C(C)(C)CC(C)(C)C)cc(c1O)C2	-25.5	-18.9	12.0	9.2	-4.5	-8.4
O=C(CCBr)NC(=O)OC/C=C\c1ccccc1	7.7	34.8	8.0	15.2	12.2	5.1
O=c1[nH]c2ccc([N+](=O)[O-])cc2c2ccc(Cl)cc12	77.2*	51.8	-0.3	71.7*	61.8	7.4
CCN(c1ccccc1C(=O)O)S(=O)(=O)c1ccc(C)cc1	1.9	-1.9	27.6	11.9	23.2	22.0

Limited to yeast bub3, for 2 of the compounds above:
canonical_smiles	yeast bub3
CCCN1C(=O)C/C(=C\C(C)=O)Nc2ccccc21	8.6
CC(=O)/C=C/N(C)c1ccc(O)cc1	5.5

The list continues:
SMILES	rad50	yeast mec2-1	yeast cln2 rad14	yeast mlh1 rad18	yeast sgs1 mgt1	yeast bub3
CC(C)NCC(O)c1ccc(O)c2ncccc12 (centres undefined)	1.9	24.3	5.2	-7.2	5.9	-22.1
COc1ccc(-c2csc(N)n2)cc1OC	2.1	-3.9	-66.7	1.9	4.4	-10.4
Brc1ccc(N=Nc2ccc(-c3ccc[cH-]3)cc2)cc1.[Fe+2].c1cc[cH-]c1	16.1	6.7	5.8	14.7	6.3	45.4
O=C(O)c1cc(Cl)c(Cl)s1	13.2	-20.1	-68.9	-1.9	16.7	-18.3
Nc1nc2nc(N=Nc3ccc(Br)cc3)[nH]c2c(=O)[nH]1	12.3	-16.2	-7.9	6.4	-6.1	-16.5
CC1(C)OP(=O)(O)C=C1Sc1ccc([N+](=O)[O-])cc1[N+](=O)[O-]	9.3	-17.6	-12.3	8.6	24.4	-8.0
CO[C@@]1([C@@H](Cl)c2ccccc2)C(=O)N(C)/C(=C\c2ccccc2)C(=O)N1C	-7.3	11.0	36.1	9.0	43.6	-6.3
O=C(NNC(=O)c1ccc2ccccc2n1)c1ccc2ccccc2n1	5.2	2.5	9.8	16.6	12.3	0.2
CC1SC(N)=NC1=O (centres undefined)	12.8	-6.7	-2.1	2.5	0.2	-7.5
c1cc(C[S+]2CCCC2)oc1C[S+]1CCCC1	-12.4	0.8	1.4	11.8	9.8	5.0
C[C@H](CCC[C@H](C)OS(=O)(=O)c1ccccc1)OS(=O)(=O)c1ccccc1	9.3	-3.9	4.5	-16.6	5.8	-8.2
COC1=CC(=O)C(c2cc(O)c(OC)cc2O)=CC1=O	-0.1	4.5	-8.7	5.2	-3.6	4.5
O=C1CC(c2ccccc2)C(c2ccccc2)=C1O (centres undefined)	32.2	11.2	19.9	26.2	10.3	-4.2
CC(NC(=O)OCc1ccccc1)C(=O)NC(C(=O)O)C(C)C (centres undefined)	63.1	38.0	59.6	74.0*	60.6	34.9
N/N=C1\C(=O)N(c2ccc(Cl)c(Cl)c2)C(=O)C1C(=O)Nc1ccc(Cl)c(Cl)c1 (centres undefined)	-7.3	-19.4	-16.4	-31.1	-20.6	-29.6
